# Assay outcomes from PubChem.
# TRAIL sens C8: caspase-8 TRAIL sensitization | NB7+C8 cells + TRAIL, ATPlite viability luminescence | inhibition (viability loss, TRAIL sensitization), % at 10 µM | 360,000 tested, 1% active | AID 624354;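 active = compounds causing at least 50% loss of cell viability in the single-dose screen, relative to plate controls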
# KKLEB tox: counter-screen for CF NF-kB inhibitors: cytotoxicity; AID 602141; activity change (cytotoxicity), % at 5 µM; KKLEB CF airway cells viability, ATPlite luminescence, overnight; stronger effect = lower value; cells stimulated with P. aeruginosa culture filtrate; 360,000 tested, 0.36% active;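 active = corrected activity change at or below -50% at 5 µM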
# TROY signal inh: inhibitors of TROY-dependent NF-kB signaling; AID 1347056; Q293 LMP1-TROYcd NF-kB luciferase reporter, 4 h; 360,000 tested, 0.98% active; inhibition, % at 10 µM;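 active = compounds whose plate-normalised and pattern-corrected inhibition of the luciferase reporter signal at the single screening dose is 50% or more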
# TWEAK-Fn14 inh: blocks TWEAK-Fn14 interaction in a reporter cell assay. TWEAK-stimulated Fn14 reporter cells, luciferase luminescence, 8 h. inhibition, % at 10 µM. AID 1159606. 360,000 tested, 2% active; in the data active = inhibition above about 50%
# LMP1 NFkB inh: Epstein-Barr LMP1 NF-kappaB reporter inhibition; AID 504558; LMP1-induced NF-kappaB luciferase reporter cells, luminescence; inhibition, % at 12.5 µM; 350,000 tested, 0.69% active; in the data active = inhibition above about 41%;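 note: 0% = neutral control wells and 100% = reference inhibitor control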
# NR2F2 inh: inhibitors of human COUP-TFII (NR2F2); inhibition, % at 8.6 µM; HEK293T NGFI-A luciferase reporter, luminescence; 370,000 tested, 0.7% active; P24468; AID 686940;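 active = inhibition above a per-plate cutoff, mean inhibition of test wells between control levels plus 3 SD, cut at about 38% in these data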;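 note: cells cotransfected with COUP-TFII expression vector driving the NGFI-A reporter; 0% = median of COUP-TF2 test wells and 100% = reporter-only cells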
# SRC1 inh: inhibitors of human steroid receptor coactivator 1 (SRC1). Q15788. HEK293 GAL4-SRC1 luciferase reporter, luminescence. inhibition, % at 3.6 µM. 360,000 tested, 0.12% active;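 active = inhibition above the campaign mean plus 3 SD, with each screening campaign given its own cutoff, cut at about 60% in these data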;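 note: 0% = DMSO treated cells and 100% = gossypol at 36 µM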
# Target sequence (Q15788 whole entry, looked up, the tested form may be a part): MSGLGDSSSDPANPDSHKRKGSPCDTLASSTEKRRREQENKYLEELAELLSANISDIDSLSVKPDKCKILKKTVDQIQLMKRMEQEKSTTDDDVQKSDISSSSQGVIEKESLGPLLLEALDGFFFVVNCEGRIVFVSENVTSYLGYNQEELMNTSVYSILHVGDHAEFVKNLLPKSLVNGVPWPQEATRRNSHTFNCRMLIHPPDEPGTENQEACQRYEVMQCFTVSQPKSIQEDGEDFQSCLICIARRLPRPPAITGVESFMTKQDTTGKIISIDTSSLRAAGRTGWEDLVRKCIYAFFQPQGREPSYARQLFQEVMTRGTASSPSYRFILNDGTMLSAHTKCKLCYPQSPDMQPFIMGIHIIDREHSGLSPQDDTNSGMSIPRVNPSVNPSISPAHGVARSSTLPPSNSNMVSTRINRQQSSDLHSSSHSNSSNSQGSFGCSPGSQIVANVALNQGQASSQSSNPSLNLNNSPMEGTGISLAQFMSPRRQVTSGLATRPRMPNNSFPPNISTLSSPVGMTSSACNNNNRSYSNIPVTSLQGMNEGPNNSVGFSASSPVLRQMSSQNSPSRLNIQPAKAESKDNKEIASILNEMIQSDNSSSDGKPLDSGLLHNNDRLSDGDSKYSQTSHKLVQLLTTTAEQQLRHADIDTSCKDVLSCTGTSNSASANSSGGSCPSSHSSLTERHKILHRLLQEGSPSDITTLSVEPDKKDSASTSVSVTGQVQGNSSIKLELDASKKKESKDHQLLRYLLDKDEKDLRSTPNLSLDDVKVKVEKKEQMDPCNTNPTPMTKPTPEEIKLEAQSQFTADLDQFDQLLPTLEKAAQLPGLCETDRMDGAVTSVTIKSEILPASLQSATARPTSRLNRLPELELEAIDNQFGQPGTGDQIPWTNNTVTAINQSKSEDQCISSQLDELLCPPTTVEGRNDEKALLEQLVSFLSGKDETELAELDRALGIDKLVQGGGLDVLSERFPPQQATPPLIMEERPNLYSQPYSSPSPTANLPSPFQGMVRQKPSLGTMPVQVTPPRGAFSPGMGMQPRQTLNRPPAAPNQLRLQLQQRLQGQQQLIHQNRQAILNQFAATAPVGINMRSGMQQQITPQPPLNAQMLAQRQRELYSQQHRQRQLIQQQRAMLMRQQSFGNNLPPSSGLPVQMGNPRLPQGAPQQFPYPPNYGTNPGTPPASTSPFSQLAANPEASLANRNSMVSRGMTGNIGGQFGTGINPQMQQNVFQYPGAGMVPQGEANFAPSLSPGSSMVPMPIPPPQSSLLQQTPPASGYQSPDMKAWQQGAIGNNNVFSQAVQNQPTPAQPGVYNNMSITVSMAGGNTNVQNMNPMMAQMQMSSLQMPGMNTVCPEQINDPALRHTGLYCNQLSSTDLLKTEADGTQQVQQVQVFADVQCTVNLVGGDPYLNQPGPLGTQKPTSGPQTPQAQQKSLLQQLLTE
# NCOA3 inh: human NCOA3 inhibition; Q9Y6Q9; HEK293 GAL4-SRC3 luciferase reporter, luminescence; inhibition, % at 3.6 µM; 360,000 tested, 0.17% active; AID 588352;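 active = inhibition above a per-campaign cutoff, the mean of all compounds plus 3 SD, cut at about 60% in these data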;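 note: 0% = DMSO-treated cells and 100% = gossypol-treated cells at 36 µM; higher means less SRC3-driven luciferase light from the GAL4 reporter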
# SRC2 inh: human SRC2 (NCOA2) inhibition; Q15596; HEK293 GAL4-SRC2 luciferase reporter, luminescence; AID 651957; inhibition, % at 9 µM; 370,000 tested, 0.17% active;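 active = inhibition above the mean inhibition of all tested compounds plus 3 SD, set per campaign, cut at about 52% in these data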;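 note: 0% = DMSO treated cells and 100% = cells given Gossypol at 36 µM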
# CF NFkB inh: blocks PAF-induced NF-kB reporter in cystic fibrosis cells; KKLEB NF-kB-GFP reporter, GFP fluorescence overnight; inhibition, % at 5 µM; AID 588850; 360,000 tested, 0.86% active;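 active = at least 50% inhibition at 5 µM, scaled per plate between neutral and stimulator controls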;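 note: PAF is a Pseudomonas aeruginosa culture filtrate used as stimulus; plate controls were PAF-stimulated DMSO wells for no effect and unstimulated DMSO wells for full effect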
# NR5A2 inv ag: inverse agonists of human LRH-1 (NR5A2) | O00482 | HEK293T StAR-luciferase reporter, LRH-1 transfected, 24 h | inhibition, % at 3.6 µM | 360,000 tested, 0.13% active;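 active = inhibition above the mean inhibition of all tested compounds plus 3 SD, cut at about 73% in these data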;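 note: 0% = DMSO wells and 100% = reporter-only cells lacking LRH-1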
# * marks the source's active call; other numbers are inactive results; nt = no result given.
SMILES	TRAIL sens C8	KKLEB tox	TROY signal inh	TWEAK-Fn14 inh	LMP1 NFkB inh	NR2F2 inh	SRC1 inh	NCOA3 inh	SRC2 inh	CF NFkB inh	NR5A2 inv ag
O=C(NCCCNC(=O)c1cnccn1)c1ccc(Cl)cc1	8	0	-23	-4	-1	4	4	17	-13	1	18
O=C(O)CCCn1cc(NC(=O)COc2ccccc2F)cn1	2	9	4	-8	0	10	1	2	-20	-4	-7
CCOC(=O)C1=C(C)NC2=C(C(=O)CCC2)C1c1cn(Cc2ccc(Cl)cc2Cl)nc1-c1ccccc1 (stereo unspecified)	6	-6	21	8	7	-11	-7	16	-2	12	0
CC(=O)CSc1nc(N)c(C#N)c(-c2cccs2)c1C#N	-1	-9	12	52*	2	9	23	24	42	40	45
N#Cc1c(NC(=O)CSc2nnnn2C2CCCC2)sc2c1CCCC2	-13	9	11	-35	12	16	-1	18	-10	2	36
Cc1cc(C(=O)CSc2nncs2)c(C)n1-c1c(C)n(C)n(-c2ccccc2)c1=O	-5	3	-1	19	-11	9	-1	-6	-3	-11	31
COCc1c(C(=O)OCC(=O)Nc2ccc(OC(F)F)cc2)oc2ccccc12	-6	-26	2	-21	3	-8	-2	-36	-2	4	8
O=C(CCS(=O)(=O)c1ccc(Cl)cc1)N1CCN(c2ccc(F)cc2)CC1	-3	13	-2	9	3	-3	0	-5	-20	2	-26
O=C(N/N=C\c1ccc(Cl)cc1)C1=NOC2COC3(CCN(c4ccc([N+](=O)[O-])cc4)CC3)OCC12 (stereo unspecified)	11	0	20	36	4	13	-6	2	-3	-19	-28
CN(Cc1ccccc1)C(=O)COC(=O)c1ccc(Cl)cc1N	4	-10	-23	-18	-8	-5	-9	12	-2	-7	0
CC1CN(CC(=O)Nc2ccc(S(N)(=O)=O)cc2)CC(C)O1 (stereo unspecified)	-3	2	-11	7	-4	nt	13	-8	nt	-7	1
N#CCc1c(C#N)c(N)nc(N2CCCC(O)C2)c1C#N (stereo unspecified)	-5	4	-11	-2	-6	-4	9	21	16	-28	-1
CCC(C)CCN1CCN=C1N(C)C (stereo unspecified)	1	8	-4	-3	-9	9	-8	-23	-25	0	16
O=C(Cc1ccc(Br)cc1)N1CCc2ccccc2C1	-11	-13	-30	-9	-15	-22	-72	-50	-9	-6	-48
CC(=O)N1N=C(c2ccncc2)OC1(Cc1ccccc1)Cc1ccccc1	9	-6	5	5	1	6	18	13	-26	12	6
CCNC(=O)NC(=O)C(C)OC(=O)c1oc2ccc(OC)cc2c1C (stereo unspecified)	-1	-3	-1	-9	-5	7	-4	11	-12	-5	-5
C[C@]12CCC3c4ccc(OCC(=O)O)cc4CCC3C1CCC2=O (stereo partly specified)	2	0	0	0	1	-1	10	4	-10	-8	3
C#CCn1cc(/C=N/Nc2nc3ccccc3[nH]2)c2ccccc21	11	-3	-4	53*	-14	-20	-38	-22	-21	-26	-6
CC(=O)Nc1ccc(S(=O)(=O)N(C)CC(=O)NC2=NCCS2)cc1	-1	-4	2	10	-4	8	4	11	-5	3	8
CCCCn1nnnc1C1(C)CCC(=O)N1CCc1ccc(OC)c(OC)c1 (stereo unspecified)	-14	nt	-4	9	nt	-14	nt	nt	22	nt	10
COc1cc(NC(=O)CCNS(=O)(=O)c2cc(Br)cnc2N)cc(OC)c1	-21	-4	6	3	3	20	-12	-10	-2	-11	6
COc1ccc(/C(N)=N/OC(=O)Cc2ccc(C)cc2)cc1	6	-9	-53	-37	2	-9	-32	-11	-14	-9	-26
CC1=NN(c2nc(-c3ccc(Cl)cc3)cs2)C(=O)C1	-5	-14	34	-6	1	-14	-8	2	14	-1	11
O=C(NCc1ccco1)c1cc(-c2ccncc2)nc2ccccc12	-11	0	-17	3	3	6	2	11	-40	-4	14
Cn1nc([N+](=O)[O-])nc1S(C)(=O)=O	-2	6	18	54*	-8	-22	-52	-13	0	70*	-23
CCOc1ccccc1N1C(=O)CC(Nc2ccc(N3CCOCC3)cc2)C1=O (stereo unspecified)	-5	8	11	11	2	-3	-4	-23	-27	-14	-10
CS(=O)(=O)N(CC(=O)N1CCN(Cc2ccccc2)CC1)C1CCCCC1	0	3	6	1	-3	8	3	7	-17	-9	10
CCNC(=S)N1CCN(c2cccc(C(F)(F)F)c2)CC1	-1	10	-1	0	11	11	6	23	-3	3	-4
COc1cc(C(F)(F)F)nc2ccc(C#CCOC(=O)Nc3ccccc3)cc12	9	4	19	15	12	33	-4	13	-13	0	2
Cc1nn(CC(=O)N2CCC(C)CC2)c(=O)c2cccn12	3	5	-20	8	5	-9	10	-3	0	-7	-9

# Looked up by structure from the entries so far (2):
SMILES	TRAIL sens C8	KKLEB tox	TROY signal inh	TWEAK-Fn14 inh	LMP1 NFkB inh	NR2F2 inh	SRC1 inh	NCOA3 inh	SRC2 inh	CF NFkB inh	NR5A2 inv ag
COc1ccc(/C(N)=N/OC(=O)Cc2ccc(C)cc2)cc1	6	-9	-53	-37	2	-9	-32	-11	-14	-9	-26
CCC(C)CCN1CCN=C1N(C)C (stereo unspecified)	1	8	-4	-3	-9	9	-8	-23	-25	0	16

# (cont.)
SMILES	TRAIL sens C8	KKLEB tox	TROY signal inh	TWEAK-Fn14 inh	LMP1 NFkB inh	NR2F2 inh	SRC1 inh	NCOA3 inh	SRC2 inh	CF NFkB inh	NR5A2 inv ag
COc1ccc(NC(=O)NCc2ccc3c(c2)OCO3)cc1OC	-9	-14	22	7	4	-11	-7	-11	13	13	16
Cc1cc(C(=O)OCC(=O)N2CCC(C)CC2)c2ccccc2n1	5	2	-12	15	5	-7	-11	8	3	-6	-1
CCC(Oc1ccccc1)C(=O)Nc1ccccc1N1CCCC1 (stereo unspecified)	-3	5	1	10	0	1	-39	21	-14	5	25
O=C(Nc1ccc(C(=O)N2CCC(N3CCCC3)CC2)cc1)c1ccc(Br)o1	-7	9	5	3	0	nt	-5	0	nt	1	-17
O=C(CSc1ccc(-c2ccccn2)nn1)NC1CCCCC1	0	-5	-9	-7	-9	-9	-17	2	-1	8	0
O=C(Cc1cccs1)NCCc1cn2ccccc2n1	-5	3	-3	0	2	-14	-18	-15	11	-12	19
Cn1ncc([N+](=O)[O-])c1C(=O)Nc1ccc(C2CCCCC2)cc1	4	11	-44	-18	-9	-19	-6	-4	-45	-14	-30
CCOC(=O)C1=NN(c2ccccc2)C(=O)/C1=C\c1ccc(N(C)C)cc1	-3	-13	-33	-9	9	-2	-7	-16	-10	14	-3
CC(C)NC(=O)N(C)C[C@@H]1Oc2cc(Br)ccc2S(=O)(=O)N([C@@H](C)CO)C[C@H]1C	-30	2	-11	-10	-12	-13	6	-15	10	13	-19
Cc1ccc(SC[C@H](C)CN2CC[C@H](C(C)(C)C)CCC2=O)cc1	0	-22	-6	-9	-2	16	3	-2	-9	14	0
COCCCNC(=O)C1CCC(CNS(=O)(=O)c2ccc3c(c2)CC(C)N3C(=O)C2CC2)CC1 (stereo unspecified)	27	-7	9	-4	-9	3	-9	-7	3	25	10
CN(C)c1ccc(NC(=O)c2cn(-c3ccccc3)nc2-c2cccs2)cc1	-7	14	-15	5	-15	-14	-19	-20	-6	-30	-22
CC(C)(CNc1ccc(S(=O)(=O)C(F)(F)F)cc1[N+](=O)[O-])N1CCOCC1	17	4	14	15	0	4	-6	16	-31	0	2
FC(F)(F)c1cccc(NC(=S)N2CCN(c3cccc(C(F)(F)F)c3)CC2)c1	-7	7	40	20	-4	-6	-16	4	16	5	-10
O=C(NCc1ccccc1)c1noc2c1CCCC2	3	10	-2	-14	-13	-6	0	-30	-8	4	-40
O=C(O)c1ccc2c(c1)C(=O)N(c1ccc([N+](=O)[O-])cn1)C2=O	-5	-8	-4	-11	-4	4	-29	-2	-4	6	-5
O=C(COC(=O)c1ccc(F)cc1F)Nc1ncccn1	-9	-3	16	-5	2	-14	8	2	-15	0	4
Cc1cccc(C(=O)NC(=S)Nc2ccc(S(=O)(=O)N3CCN(C)CC3)cc2)c1	2	17	6	-10	-8	1	-6	-5	-21	-35	-4
O=C(N/N=C1/CC2C=CCC12)c1ccc(Br)o1 (stereo unspecified)	-48	7	-45	-11	5	-49	-114	-49	-44	2	-84
CCNC(=S)N/N=C/c1ccc(OCC(=O)Nc2ccc(C)cc2)cc1	26	15	8	-5	20	nt	6	16	nt	21	20
CC(C)S(=O)(=O)c1cnc(N2CCOCC2)nc1N	-12	1	12	1	-4	6	12	13	9	7	-13
CCc1nnc(NC(=O)OCc2ccccc2)s1	-14	-12	-47	-42	-2	-19	-11	-32	-38	14	-45
Cc1cc(C)c2c(N)c(C(=O)NN3CC(=O)N(c4ccccc4)CC3=O)sc2n1	3	-8	18	17	-3	18	-3	9	-44	6	3
Cc1ccc(S(=O)(=O)N2C[C@@H]3[C@H]4CC[C@H](C4)[C@@H]3[C@@H](C)C2CC(=O)c2ccccc2)cc1 (stereo partly specified)	5	8	8	14	3	15	1	-2	-3	8	2
Cc1cc(S(=O)(=O)N2CCCC2)ccc1OCC(=O)N1CCCCC1	-1	-14	8	4	3	-5	6	-7	1	2	0
CC(C)(CCl)C(=O)Nc1ccc(OC(F)(F)F)cc1	5	6	-40	-12	-8	-11	-6	-2	-33	-4	-1
C[N+](C)(C)CCCN1C(=O)CCCC1=O	5	4	-14	0	0	8	2	4	-16	8	-3
CN1CCN(Cc2c(O)ccc3c(=O)c(Oc4ccccc4Cl)c(C(F)(F)F)oc23)CC1	-15	-4	8	-2	1	1	10	3	6	4	-13
CC(=O)Nc1ccc(NC(=O)COC(=O)C2c3ccccc3Oc3ccccc32)cc1	0	12	11	-1	-2	-3	-2	3	-4	1	10
Cc1cn(-c2cccnc2)c(C)c1CNC[C@H]1O[C@@H](n2cnc3c(N)ncnc32)[C@H](O)[C@@H]1O	-1	3	2	-11	3	-24	-2	1	-31	9	-23
COc1ccc(Br)cc1/C=N/NS(=O)(=O)c1ccccc1	-1	-4	-6	0	6	-5	-11	12	-3	-4	8
COc1ccc(C)cc1S(=O)(=O)N(C)CC(=O)NCc1ccncc1	3	-3	-18	10	-2	2	-10	-4	4	-8	2
Cc1ccc(NC(=S)NC(NC(=O)C(C)(C)C)C(Cl)(Cl)Cl)c(C)c1 (stereo unspecified)	-12	-7	14	18	-3	11	-11	6	-1	-6	11
Cc1cccc(OCC(=O)Nc2ccc3c(c2)nc(CCN2CCN(C)CC2)n3C)c1	-8	-2	-7	-10	24	7	2	17	-6	9	13
CCOc1ccccc1C(=O)NCC(=O)NCc1ccc(S(=O)(=O)N2CCOCC2)cc1	-4	28	-4	19	3	-12	11	-14	9	-6	-8
CC(=O)Nc1ccc(NC(=O)CSc2ccc(-c3cccs3)nn2)cc1	8	1	4	-28	1	-7	-4	-11	3	0	26
C=C(C)C1CC=C(C)/C(=N/NC(=O)CNc2ccc(OCC)cc2)C1 (stereo unspecified)	-6	-9	-5	8	-14	nt	11	12	nt	-2	-1
